Compound activity: PubChem BioAssay, Broad Institute
Casp6 inh: blocks human caspase-6 cleavage activity; inhibition, % at 12.5 µM; AID 686996; purified caspase-6, Z-VEID-R110 cleavage fluorescence; actives 0.53% (n = 350,000); P55212;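 active = mean inhibition across replicates at least about 35%, with every replicate also reaching that limit, limit read from the data; inconclusive = only one of the two criteria met; inactive = neither criterion met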;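 also: 0% = median of neutral control wells and 100% = no fluorescence left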
Target sequence (P55212 24-179 limits assumed): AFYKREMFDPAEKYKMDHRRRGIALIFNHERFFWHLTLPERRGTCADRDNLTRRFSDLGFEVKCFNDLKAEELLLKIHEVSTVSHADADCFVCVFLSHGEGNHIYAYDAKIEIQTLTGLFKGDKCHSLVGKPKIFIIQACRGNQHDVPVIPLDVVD
Target sequence (P55212 194-293 limits assumed): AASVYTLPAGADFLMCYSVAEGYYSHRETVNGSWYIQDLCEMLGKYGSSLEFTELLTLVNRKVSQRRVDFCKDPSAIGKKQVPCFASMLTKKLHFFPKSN
LGR2 inh: inhibitors of bursicon-induced Drosophila LGR2 receptor cAMP signaling; HEK293 LGR2, CRE-luciferase, bursicon-stimulated, 4 h; AID 720647; inhibition, % at 9.99 µM; actives 0.35% (n = 380,000);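 active = drop in luminescence signal, shown as inhibition above about 50% in the replicate tests, limit read from the data, passing the limit was not always enough; inconclusive = probably only some replicates passing the limit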;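 also: agonist challenge used bursicon conditioned medium at about half maximal strength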
PAX8 inh HTS: inhibitors of PAX8 transcriptional activity in RMG-I cells; RMG-I TPO-luciferase reporter, SteadyGlo, 24 h; actives 1.2% (n = 360,000); inhibition, % at 12.6 µM;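 active = mean replicate inhibition at least 60% with every replicate also reaching 60%; inconclusive = only one of the two criteria is met; inactive = mean below 60% and not all replicates reaching 60%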;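 also: luciferase light reporting Pax8 driven TPO promoter activity; plate controls were median of neutral control wells for no effect and mitoxantrone controls for full effect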
ARNT TACC3 PPI: disruptors of human ARNT/TACC3 interaction | Q9Y6A5 | AlphaScreen His-ARNT PAS-B/GST-TACC3 binding, luminescence; TACC3 fragment carries E629A point mutation | inhibition, % at 9.99 µM | actives 0.66% (n = 390,000) | AID 623870;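 active = mean inhibition of replicates at least 50% and at least half of replicates each reaching 50%; inconclusive = half or more replicates reach 50% but mean below 50%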;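 also: 0% = complete ARNT plus TACC3 wells and 100% = ARNT alone without TACC3; many hits fall short of the cut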
DENV2 CPE rescue: DENV2-induced cell death inhibition; AID 651640; CPE inhibition, % at 9.99 µM; actives 1.7% (n = 350,000); DENV2-infected cells, cytopathic effect rescue, plate reader; in the data active = CPE inhibition above about 20%, passing the limit was not always enough; inconclusive = no clear call, values can overlap the other calls; tested in BHK-21 cells;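 also: 0% = median of neutral control wells and 100% = median of positive control wells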
EWS-Fli inh: blocks EWS/Fli oncoprotein-driven transcription. A673 NR0B1-luciferase reporter, viability-normalised. inhibition, % at 12.6 µM. actives 0.67% (n = 350,000). AID 651661;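 active = mean inhibition of at least 50% after viability correction, with every replicate also passing that limit; inconclusive = mean reaches 50% but only one of two replicates passes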;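 also: firefly luciferase signal divided by Alamar Blue viability fluorescence both relative to DMSO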
SIRT5 block: inhibitors of human sirtuin-5 desuccinylase. Q9NXA8. Purified SirT5, succinyl-peptide AMC, trypsin-coupled fluorescence. inhibition, % at 15 µM. actives 1.1% (n = 330,000). AID 652115; in the data active = inhibition above about 15%; inconclusive = no clear call, values can overlap the other calls
Target sequence (Q9NXA8 whole entry, looked up): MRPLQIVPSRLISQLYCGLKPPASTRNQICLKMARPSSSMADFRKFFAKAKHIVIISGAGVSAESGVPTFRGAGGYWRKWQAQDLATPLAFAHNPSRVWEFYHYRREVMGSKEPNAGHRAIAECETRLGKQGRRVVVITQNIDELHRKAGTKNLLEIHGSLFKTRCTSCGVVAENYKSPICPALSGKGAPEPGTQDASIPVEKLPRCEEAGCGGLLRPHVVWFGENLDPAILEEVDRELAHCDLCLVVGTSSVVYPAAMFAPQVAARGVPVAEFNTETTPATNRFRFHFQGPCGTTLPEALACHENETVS
Active calls of the source: *; ? = inconclusive; nt = no result given. Compounds were not picked by outcome; overall some 4.9% were active at least once.

Under each structure: Casp6 inh	LGR2 inh	PAX8 inh HTS	ARNT TACC3 PPI	DENV2 CPE rescue	EWS-Fli inh	SIRT5 block
CCC(=O)N1C[C@@H](C)[C@@H](OC)CN(C)C(=O)c2cc(NC(=O)C3CC3)ccc2OC[C@@H]1C
→ 1	-6	nt	-13	11	-2	-1
CN(C(=O)COC(=O)c1ccc(C(C)(C)C)cc1)C1CCS(=O)(=O)C1 (stereo unspecified)
→ 0	12	-6	-5	4	1	1
C[C@@H]1CN([C@H](C)CO)C(=O)c2cc(NC(=O)CCCCCC(=O)Nc3ccccc3N)ccc2O[C@H]1CN(C)C(=O)NC1CCCCC1
→ -2	-21	17	nt	16	-2	nt
COc1ccccc1S(=O)(=O)N[C@@H]1C=C[C@H](CC(=O)NCc2cc(F)cc(F)c2)O[C@@H]1CO
→ 9	-21	0	-5	17	7	-4
CN(Cc1nc(-c2cnccn2)no1)Cc1n[nH]c2c1CCCC2
→ 0	7	1	2	-5	1	-4
CSc1nsc2nc(=O)c(/C=C3\C(C)=Nc4ccc(C)cc43)c(N)n12
→ -5	2	17	1	1	-5	-12
Cc1cc(Cl)nc(NC(=O)Nc2cccc(Cl)c2)n1
→ 6	-10	-14	0	6	-76	-4
CCC(=O)N(C)C[C@@H]1Oc2cc(-c3ccc(C#N)cc3)ccc2S(=O)(=O)N([C@@H](C)CO)C[C@H]1C
→ 0	-8	nt	-7	15	-6	4
Cc1ccc(-n2cc(C(=O)c3ccc(N4CCN(C)CC4)cc3)nn2)cc1Cl
→ -7	9	8	-2	12	-8	0
CCCn1ncc(C(=O)NC2CCCN(Cc3ccc(Cl)cc3)C2)c1C (stereo unspecified)
→ -4	-6	-3	-2	-7	-2	0

Brought forward from above: seven entries, then new ones.
Under each structure: Casp6 inh	LGR2 inh	PAX8 inh HTS	ARNT TACC3 PPI	DENV2 CPE rescue	EWS-Fli inh	SIRT5 block
COc1ccccc1S(=O)(=O)N[C@@H]1C=C[C@H](CC(=O)NCc2cc(F)cc(F)c2)O[C@@H]1CO
→ 9	-21	0	-5	17	7	-4
CN(Cc1nc(-c2cnccn2)no1)Cc1n[nH]c2c1CCCC2
→ 0	7	1	2	-5	1	-4
CSc1nsc2nc(=O)c(/C=C3\C(C)=Nc4ccc(C)cc43)c(N)n12
→ -5	2	17	1	1	-5	-12
Cc1cc(Cl)nc(NC(=O)Nc2cccc(Cl)c2)n1
→ 6	-10	-14	0	6	-76	-4
CCC(=O)N(C)C[C@@H]1Oc2cc(-c3ccc(C#N)cc3)ccc2S(=O)(=O)N([C@@H](C)CO)C[C@H]1C
→ 0	-8	nt	-7	15	-6	4
Cc1ccc(-n2cc(C(=O)c3ccc(N4CCN(C)CC4)cc3)nn2)cc1Cl
→ -7	9	8	-2	12	-8	0
CCCn1ncc(C(=O)NC2CCCN(Cc3ccc(Cl)cc3)C2)c1C (stereo unspecified)
→ -4	-6	-3	-2	-7	-2	0
Nc1ncnc2c1ccn2[C@H]1CN(Cc2ccc3c(c2)OCO3)C[C@@H](COC(=O)c2ccccc2)O1
→ 2	3	-9	nt	6	-11	0
Cc1ccc(NC(=O)NC(=O)CSc2nnc(-c3ccc(OC(F)F)cc3)n2N)c(C)c1
→ nt	12	-35	-2	nt	nt	nt
Cc1cccc(N2CCN(C(=O)CCc3nc4ccccc4[nH]3)CC2C)c1 (stereo unspecified)
→ 1	18	18	-10	5	8	17*
O=C1CCCCC1Nc1ccc2ccccc2c1 (stereo unspecified)
→ -4	-51	-6	3	-1	-94	-2
CCc1nnc(NC(=O)c2ccc(OC)c(S(=O)(=O)N3CCCC3)c2)s1
→ 0	23	-17	8	5	3	1
C[C@@H]1CN([C@H](C)CO)C(=O)c2cc(C#Cc3ccc(F)cc3)cnc2O[C@H]1CN(C)C(=O)c1ccccc1F
→ -2	14	12	13	-6	-2	0
CCOc1ccc(C(=O)N2CCCN(C(=O)c3ccc(OCC)cc3)CC2)cc1
→ -2	-4	nt	10	-1	10	1
CC(C)c1ccc(NC(=S)NNc2ccc(Cl)c(C(=O)O)c2)cc1
→ 1	5	-10	-2	1	-2	-1
C[C@@H]1CN([C@H](C)CO)C(=O)c2cc(C3=CCCC3)cnc2O[C@H]1CN(C)C(=O)C1CCCCC1
→ 7	1	16	-6	-2	2	1
CCCCNC(=O)C(NC(=O)c1ccc(-c2ccccc2)cc1)C(=O)c1ccccc1 (stereo unspecified)
→ 1	-2	-16	nt	2	-15	nt

Of the compounds above, 2 have an aryl thioether with sulfur outside any ring:
Under each structure: Casp6 inh	LGR2 inh	PAX8 inh HTS	ARNT TACC3 PPI	DENV2 CPE rescue	EWS-Fli inh	SIRT5 block
CSc1nsc2nc(=O)c(/C=C3\C(C)=Nc4ccc(C)cc43)c(N)n12
→ -5	2	17	1	1	-5	-12
Cc1ccc(NC(=O)NC(=O)CSc2nnc(-c3ccc(OC(F)F)cc3)n2N)c(C)c1
→ nt	12	-35	-2	nt	nt	nt

Next section
Under each structure: Casp6 inh	LGR2 inh	PAX8 inh HTS	ARNT TACC3 PPI	DENV2 CPE rescue	EWS-Fli inh	SIRT5 block
COc1ccc(CCN(C)C(=O)CN2C(=O)NC3(CCCCCC3)C2=O)cc1OC
→ -2	-1	-7	31	0	-3	-2
COC(=O)N/N=C(\C)c1cccs1
→ -1	-2	-22	-6	?	-6	1
O=C(CN1CCOCC1)N/N=C/C=C/c1ccccc1
→ 0	-9	5	2	7	-10	5
Cc1c(C)c2ccc(O)c(CN3CCN(C)CC3)c2oc1=O
→ -2	3	-4	5	7	-22	-130
OC(COc1ccccc1CNCc1cccnc1)CN1CCc2ccccc2C1 (stereo unspecified)
→ -30	6	5	25	8	-9	-1
O=C1NC(=S)N/C1=C\c1cccc([N+](=O)[O-])c1
→ -2	18	nt	1	7	nt	2
C[C@@H]1CN([C@H](C)CO)C(=O)c2cc(-c3cccc(F)c3)cnc2O[C@@H]1CN(C)C(=O)Nc1cc(F)ccc1F
→ -1	-12	nt	-4	16	-14	-1
C[C@@H]1CCCCO[C@@H](CN(C)C(=O)CCC(F)(F)F)[C@H](C)CN([C@H](C)CO)C(=O)c2cc(NS(=O)(=O)c3cccs3)ccc2O1
→ nt	-3	25	-5	-1	3	nt
Cn1cnc(S(=O)(=O)N2CCCCN3[C@@H](CO)[C@H](c4ccc(-c5ccccc5)cc4)[C@@H]3C2)c1
→ 2	-12	14	1	8	2	2
COc1ccc(C(C)(C)C)cc1NC(=O)C1CC(=O)N(C2CCCC2)C1 (stereo unspecified)
→ 3	2	nt	nt	8	2	0

Continuation.
Under each structure: Casp6 inh	LGR2 inh	PAX8 inh HTS	ARNT TACC3 PPI	DENV2 CPE rescue	EWS-Fli inh	SIRT5 block
CCCCOC1NC(=O)NC(=O)C1(F)C(=O)OCC (stereo unspecified)
→ -4	5	-1	nt	-2	8	nt
CCCCn1nnnc1C1(C)CCC(=O)N1CCOc1ccccc1 (stereo unspecified)
→ -1	-26	6	nt	66*	-18	nt
COCCNC(=O)C(c1ccc(C)o1)N(C(=O)C(=O)NC1CCCCC1)c1ccc(F)cc1 (stereo unspecified)
→ 1	-49	-7	3	nt	-2	0
Cc1ccccc1S(=O)(=O)N(C)C[C@@H]1OCc2ccccc2-c2ccccc2C(=O)N([C@@H](C)CO)C[C@H]1C
→ -1	-6	-4	5	-2	-8	7
C[C@H](CO)N1C[C@H](C)[C@H](CN(C)S(=O)(=O)c2ccccc2)Oc2c(NC(=O)Nc3ccc(F)cc3)cccc2C1=O
→ nt	-10	nt	-9	3	-13	-3
O=C(CSC1=NC2(CCCCC2)N=C1c1ccccc1)Nc1ccc2c(c1)OCCO2
→ -1	4	14	nt	2	-2	0
C[C@H]1CN([C@@H](C)CO)C(=O)c2cc(C3=CCCC3)cnc2O[C@H]1CN(C)C(=O)C1CCC1
→ 2	-3	nt	-8	1	-3	1
CO[C@@H]1CN(C)C(=O)c2cc(NC(=O)Nc3ccccc3Cl)ccc2OC[C@@H](C)N(S(=O)(=O)CC(F)(F)F)C[C@H]1C
→ nt	13	nt	2	1	3	nt
COc1ccc(NC(=O)N(C)C[C@@H]2Oc3c(NC(=O)c4cnccn4)cccc3C(=O)N([C@H](C)CO)C[C@H]2C)cc1
→ -2	-5	nt	-3	-5	-6	0
CCOc1ccc(S(=O)(=O)Nc2ccccc2C(=O)N2CCOCC2)cc1
→ -1	1	31	nt	-7	-3	-1

Other structures.
Under each structure: Casp6 inh	LGR2 inh	PAX8 inh HTS	ARNT TACC3 PPI	DENV2 CPE rescue	EWS-Fli inh	SIRT5 block
CCCN1C[C@@H](C)[C@@H](OC)CN(C)C(=O)c2ccc(NS(=O)(=O)c3ccccc3)cc2OC[C@@H]1C
→ 1	-2	nt	-15	15	8	0
CC1CN(Cc2ccccc2)C(=S)NC1=O (stereo unspecified)
→ -2	10	5	nt	-6	7	0
CCc1nnc(NC(=O)COc2ccccc2[N+](=O)[O-])s1
→ -3	-6	-18	-6	4	-15	0
CSCCC(C(=O)NCc1cccs1)N1C(=O)c2ccccc2C1=O (stereo unspecified)
→ -2	6	nt	nt	nt	nt	-3
CC1CCCN(C(=O)c2cn(-c3ccccc3)nc2-c2cccnc2)C1 (stereo unspecified)
→ -2	8	9	-1	-1	-2	0
O=C(CN1CCCC1)Nc1c(C(=O)C2CC2)oc2ccccc12
→ 1	-29	-32	5	?	-13	0
COc1ccc(C(=O)CCC(=O)NCc2cc(OC)cc(OC)c2)cc1
→ 2	-14	5	6	35*	nt	0
CN1CCN(C(CNC(=O)C(=O)NC2CCCC2)c2ccc(F)cc2)CC1 (stereo unspecified)
→ -6	2	-13	2	2	-4	-2
COc1ccc(S(=O)(=O)Nc2ccc3c(c2)C(=O)N([C@H](C)CO)C[C@H](C)[C@H](CN(C)Cc2ccc(C(=O)Nc4ccccc4N)cc2)O3)cc1
→ -2	17	nt	-5	-8	42	nt
CC(=O)c1c(C)[nH]c(C(=O)OCC(=O)N2CC(C)OC(C)C2)c1C (stereo unspecified)
→ 0	-1	1	-1	?	9	1

Next structures.
Under each structure: Casp6 inh	LGR2 inh	PAX8 inh HTS	ARNT TACC3 PPI	DENV2 CPE rescue	EWS-Fli inh	SIRT5 block
CCCNC(=O)N1CC2(CCN(C(=O)c3cnccn3)CC2)c2c([nH]c3cc(OC)ccc23)[C@H]1CO
→ -1	11	nt	nt	7	-7	4
Nc1c(C(=O)CSc2nnc(Nc3ccc(F)cc3)s2)c(=O)[nH]c(=O)n1C1CC1
→ -2	8	-12	1	3	-3	1
O=C(Nc1cccc(C(F)(F)F)c1)Nc1ccc2nc([C@@H]3O[C@H](CO)[C@@H](O)[C@H](O)[C@H]3O)[nH]c2c1
→ 4	-1	-4	nt	9	-7	nt
O=C(NC[C@@H]1[C@@H](c2ccccc2)[C@@H](CO)N1C(=O)C1CCC1)NC1CCCC1
→ nt	-2	4	-2	?	6	nt
O=C(NC(Cc1c[nH]c2ccccc12)C(=O)O)c1cccc(S(=O)(=O)N2CCCCC2)c1 (stereo unspecified)
→ 5	10	14	nt	7	6	nt
CCc1ccc(OCC(=O)NC(C)C)cc1
→ nt	-2	-3	-2	4	-8	1
O=C(Nc1ccc(Oc2cccnc2)nc1)c1ccc(C(F)(F)F)cc1
→ -1	-6	-2	26	-1	11	-7
C[C@@H]1CN([C@@H](C)CO)C(=O)c2cc(NC(=O)Cc3cn(C)c4ccccc34)ccc2O[C@H]1CN(C)S(=O)(=O)c1cn(C)cn1
→ 0	-5	nt	1	-2	-8	2
O=C(c1[nH]c(C(F)(F)F)nc1-c1ccccc1)N1CCN(C(=O)C2CCCO2)CC1 (stereo unspecified)
→ 0	-1	-19	nt	-6	-7	-1

Full records as entered above.
Record of `O=C1NC(=S)N/C1=C\c1cccc([N+](=O)[O-])c1` = Casp6 inh: -2; LGR2 inh: 18; PAX8 inh HTS: nt; ARNT TACC3 PPI: 1; DENV2 CPE rescue: 7; EWS-Fli inh: nt; SIRT5 block: 2
Record of `CC(=O)c1c(C)[nH]c(C(=O)OCC(=O)N2CC(C)OC(C)C2)c1C` (stereo unspecified) = Casp6 inh: 0; LGR2 inh: -1; PAX8 inh HTS: 1; ARNT TACC3 PPI: -1; DENV2 CPE rescue: ?; EWS-Fli inh: 9; SIRT5 block: 1
